hgDAF-12 ag: H. glycines DAF-12 receptor agonists, primary screen, cell-based, luminescence, HEK293, GAL4 fusion, UAS-luciferase; Nuclear hormone receptor DAF-12 (Heterodera glycines), GAL4 fusion; HEK293 GAL4-hgDAF12 UAS-luciferase reporter, agonist luminescence; normalized to butyrate control; activation, % at 6.8 µM; 1.8% of 370,000 active; AID 687014, 2013;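 active = activation above a cutoff set at the mean of all screened compounds plus 3 SD, cut at about 10% in these data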;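 note: 0% = DMSO wells and 100% = sodium butyrate wells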
PG9 Ab binder: binders of HIV-1 gp120 antibody PG9, primary screen, biochemical, TR-FRET; HIV-1 gp120 / PG9 antibody interaction; TR-FRET gp120-PG9 antibody binding; inhibition, % at 6.7 µM; 0.43% of 360,000 active; AID 624416, 2012; in the data active = inhibition above about 8.5%
hcDAF12 agonist: H. contortus DAF-12 nuclear receptor activators, primary screen, cell-based, luminescence, HEK293, lit1-tk-luc reporter; HEK293 hcDAF-12 lit1-tk-luc reporter; 0% DMSO, 100% Δ7-dafachronic acid; activation, % at 6.8 µM; 1.4% of 370,000 active; AID 652067, 2013;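 active = activation above the mean of all tested compounds plus 3 SD, cut at about 5.5% in these data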;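 note: 100% = response to 3 µM Δ7-dafachronic acid high control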
DAX1 inh-1: DAX1 (NR0B1) inhibitors on StAR promoter, primary screen, cell-based, luminescence, SF-1 (NR5A1), full-length DAX-1; 1.1% of 370,000 active; inhibition, % at 6.8 µM; HEK293T StAR-luciferase reporter, SF-1/DAX-1 repression relief; AID 652010, 2013;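 active = inhibition above the mean over all tested compounds plus 3 SD, cut at about 3.6% in these data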;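 note: 0% = DAX-1 cells with DMSO and 100% = cells lacking DAX-1 with DMSO; higher inhibition means more luminescence from relief of DAX-1 repression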
ssDAF-12 act: S. stercoralis DAF-12 nuclear receptor activators, primary screen, cell-based, luminescence, HEK293, GRIP1 co-expression, lit1-tk-luc. Nuclear hormone receptor DAF-12 (Strongyloides stercoralis). HEK293 ssDAF-12/GRIP1 lit1-tk-luc reporter; % of 3 µM dafachronic acid response. activation, % at 6.8 µM. 1% of 370,000 active;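 active = activation above the mean over all tested compounds plus 3 SD, cut at about 0.9% in these data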;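 note: 0% = DMSO-only wells and 100% = 3 µM delta7-dafachronic acid wells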
SMARCA2 act: SMARCA2 (BRM) function activators, primary screen, cell-based, luminescence, high throughput; MG213 cells, MMTV-luciferase reporter, dexamethasone, overnight; activation, % at 9.1 µM; 1% of 370,000 active; in the data active = activation above about 7.8%;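 note: 0% = vehicle wells and 100% = reference activator wells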
DAX1 inh-2: DAX1 (NR0B1) inhibitors, primary screen, cell-based, HEK293, Gal4-DAX1, luciferase luminescence; AID 504766, 2011; HEK293 Gal4-DAX1 luciferase reporter; inhibition, % at 6.75 µM; 0.99% of 340,000 active;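 active = inhibition above the mean over all tested compounds plus 3 SD, cut at about 4.2% in these data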;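 note: 0% = DAX1-transfected cells with DMSO and 100% = empty-vector control cells with DMSO; inhibition shows as a rise in luminescence from relieved DAX1 repression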
Target sequence (P51843 207-470 limits assumed): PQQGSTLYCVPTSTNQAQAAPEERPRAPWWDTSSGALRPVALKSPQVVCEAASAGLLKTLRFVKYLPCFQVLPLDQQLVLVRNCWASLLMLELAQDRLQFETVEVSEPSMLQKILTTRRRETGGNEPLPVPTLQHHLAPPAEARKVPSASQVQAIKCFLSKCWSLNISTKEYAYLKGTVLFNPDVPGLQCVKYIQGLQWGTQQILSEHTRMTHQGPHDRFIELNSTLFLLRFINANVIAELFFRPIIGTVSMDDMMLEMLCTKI
NPR1 activator: GC-A stimulated cGMP production enhancers – HEK293 GC-A cells, cGMP TR-FRET, EC30 ANP, primary screen; 0.14% of 370,000 active; 0% at EC30 ANP, 100% saturating ANP; AID 1671463, 2021; Atrial natriuretic peptide receptor 1 (Homo sapiens), P16066; activation, % at 10 µM; in the data active = activation above about 40%
FXN GAA850 act: FXN promoter activators, primary screen, cell-based, luciferase luminescence, HEK293 lucGAA850; 0.56% of 360,000 active; HEK293 lucGAA850 FXN promoter luciferase reporter, 24 h; percent of 10 µM SAHA response; activation, % at 6 µM;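 active = activation above the average of all compounds screened plus 3 SD, cutoff fixed separately per campaign, cut at about 7.5% in these data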;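 note: 0% = DMSO wells and 100% = 10 µM SAHA wells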
ADAM17 inh: ADAM17 inhibitors, primary screen, biochemical, QFRET; Disintegrin and metalloproteinase domain-containing protein 17 (Homo sapiens), P78536; AID 720648, 2013; recombinant ADAM17, EDANS/DABCYL FRET peptide cleavage; inhibition, % at 6.95 µM; 0.83% of 370,000 active;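 active = inhibition above the mean of compounds lying between control limits plus 3 SD, set per campaign, cut at about 8.5% in these data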;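 note: 0% = DMSO-only wells as the low control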
Target sequence (P78536 215-824 limits assumed): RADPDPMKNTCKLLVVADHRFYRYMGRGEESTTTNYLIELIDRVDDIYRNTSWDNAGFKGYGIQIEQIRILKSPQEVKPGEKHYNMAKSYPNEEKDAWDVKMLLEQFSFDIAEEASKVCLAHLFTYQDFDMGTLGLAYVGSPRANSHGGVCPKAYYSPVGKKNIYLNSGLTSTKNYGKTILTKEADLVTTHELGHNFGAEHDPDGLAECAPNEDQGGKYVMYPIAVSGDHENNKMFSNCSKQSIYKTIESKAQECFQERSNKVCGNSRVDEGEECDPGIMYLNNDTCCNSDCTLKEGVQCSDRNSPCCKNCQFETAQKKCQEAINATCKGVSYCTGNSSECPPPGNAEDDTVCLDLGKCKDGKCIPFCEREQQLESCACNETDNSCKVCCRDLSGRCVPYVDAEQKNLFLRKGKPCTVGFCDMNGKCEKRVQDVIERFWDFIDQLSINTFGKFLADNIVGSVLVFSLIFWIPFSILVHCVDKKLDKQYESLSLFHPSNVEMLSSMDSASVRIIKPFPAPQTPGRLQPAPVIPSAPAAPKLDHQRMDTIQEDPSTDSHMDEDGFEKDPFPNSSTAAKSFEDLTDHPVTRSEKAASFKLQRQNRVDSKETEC
ADAM10 inh: human ADAM10 inhibitors, primary screen, biochemical, QFRET, HTS. recombinant ADAM10, EDANS/DABCYL FRET peptide cleavage, 3 h. inhibition, % at 7 µM. 0.62% of 370,000 active. AID 720582, 2013;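 active = inhibition above a per-campaign cutoff equal to the mean of compounds falling between control-based bounds plus 3 SD, cut at about 20% in these data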;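 note: 0% = DMSO wells while the 100% control is not disclosed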
* marks the source's active call; other numbers are inactive results; . = no result given.

A first look:
#	SMILES	hgDAF-12 ag	PG9 Ab binder	hcDAF12 agonist	DAX1 inh-1	ssDAF-12 act	SMARCA2 act	DAX1 inh-2	NPR1 activator	FXN GAA850 act	ADAM17 inh	ADAM10 inh
1	CCC(=O)N(Cc1ccccc1)c1ccccc1C(=O)Nc1cc(OC)ccc1OC	4.3	.	-1.9	-0.8	-1.6	0	.	-7	.	-2	-2
2	O=C(CCSCCc1ccccn1)Nc1nccs1	-1.5	-0.4	0.8	0.2	-1.1	-1	0.5	4	1.0	-5	-12

The listing, from the first entry:
#	SMILES	hgDAF-12 ag	PG9 Ab binder	hcDAF12 agonist	DAX1 inh-1	ssDAF-12 act	SMARCA2 act	DAX1 inh-2	NPR1 activator	FXN GAA850 act	ADAM17 inh	ADAM10 inh
1	CCC(=O)N(Cc1ccccc1)c1ccccc1C(=O)Nc1cc(OC)ccc1OC	4.3	.	-1.9	-0.8	-1.6	0	.	-7	.	-2	-2
2	O=C(CCSCCc1ccccn1)Nc1nccs1	-1.5	-0.4	0.8	0.2	-1.1	-1	0.5	4	1.0	-5	-12
3	C[C@H]1CN([C@@H](C)CO)C(=O)CCCn2cc(nn2)CO[C@@H]1CN(C)S(=O)(=O)c1ccc(Cl)cc1	0.2	-0.9	-2.6	-0.9	-0.8	-5	1.4	-3	0.9	-5	-3
4	Fc1ccc(Cn2cnc3ccccc32)cc1	2.4	-0.3	-2.0	-0.3	-1.1	-1	-0.6	-3	0.0	-4	-7
5	COc1ccc(CN2C(=O)[C@@](O)(c3cccn3C)c3cc(F)ccc32)cc1	-1.7	.	-1.3	-0.9	-0.8	1	.	-6	.	-4	1
6	COC(=O)c1ccc(S(=O)(=O)NCc2ccc(S(N)(=O)=O)cc2)n1C	-3.0	0.3	-1.6	-0.5	-1.2	-2	-0.5	5	-1.0	-3	-6
7	CCCc1cc(=O)n2[nH]c(NCc3ccc(OC)c(OC)c3)nc2n1	3.5	0.3	-2.3	0.1	-1.4	1	3.6	-3	1.1	-1	0
8	Cc1cc(C)n2nc(SCC(=O)NC3CCCCC3)nc2n1	8.0	-1.5	1.8	0.3	-0.2	-1	0.0	2	0.1	4	-2
9	Cc1nc(CC(=O)Nc2nc(-c3ccccc3)cs2)cs1	2.7	-0.8	-0.2	0.6	-1.0	-3	0.2	8	4.5	0	-1
10	COc1ccc(S(=O)(=O)NCC2CCCN(Cc3ccc(O)cc3)C2)cc1 (stereo not given)	-1.8	-0.9	-0.4	0.2	-0.9	7	1.2	-2	1.4	-2	0
11	N#Cc1c(N)[nH]c2ccc(Sc3ccccc3)cc12	-4.7	-3.0	-0.8	-0.4	0.1	3	-1.4	59*	-2.8	1	25*
12	CCOC(=O)N1CCN(C(=O)c2cnn3c(C(F)(F)F)cc(-c4cccs4)nc23)CC1	1.0	0.8	-0.4	2.0	-0.9	8	0.3	3	-0.6	-11	-31
13	O=C1NCCN1CCNc1nc(NCc2ccccc2)nc2ccsc12	-6.9	0.6	0.1	-1.0	-0.8	3	.	-19	-1.1	-9	-21
14	CN1CCN(C(=O)c2cnn(-c3ccccc3)c2NC(=O)c2cccs2)CC1	2.4	-2.0	2.0	-0.1	-1.0	-2	0.7	0	-0.6	-2	3
15	Cc1nnc2ccc(N3CCOCC3)nn12	0.0	-0.3	1.5	0.2	-0.9	-4	1.0	2	-1.4	-3	3
16	COc1c(F)c(F)c(C(=O)Nc2cccc(Cl)c2N2CCOCC2)c(F)c1F	-0.9	0.5	-0.8	-1.0	-1.0	1	0.3	2	1.9	-4	1
17	CCN1CCN(C(=O)c2ccc(-c3nc4ccccc4s3)s2)CC1	17*	-2.0	3.8	4.3*	0.8	5	2.5	9	6.2	-83	-234
18	Cc1ccc(S(=O)(=O)n2ccc(OC(=O)c3cccs3)n2)cc1	-0.1	-1.1	1.0	0.0	-0.9	-1	0.6	-3	0.9	-5	-4
19	COc1ccc(-n2cc(CNCC3CCOCC3)c(-c3cccc(F)c3)n2)cc1	0.3	-0.3	-0.9	0.9	-1.3	-2	-0.6	0	1.0	0	-1
20	COCCNC(=S)N1CCC(c2nc(-c3ccc(N(C)C)cc3)no2)CC1	-0.9	-2.3	0.3	-0.8	-1.2	1	-1.4	-2	1.7	1	3

#	SMILES	hgDAF-12 ag	PG9 Ab binder	hcDAF12 agonist	DAX1 inh-1	ssDAF-12 act	SMARCA2 act	DAX1 inh-2	NPR1 activator	FXN GAA850 act	ADAM17 inh	ADAM10 inh
21	CC(C)(C)[C@@H]1C=C(C(=O)N2CCN(Cc3ccc4c(c3)OCO4)CC2)O[C@H](OCc2ccc(CO)cc2)C1	1.0	-1.6	-1.0	-0.8	-0.5	-1	-0.6	4	-1.9	4	6
22	CCC[C@H]1CN(Cc2cccnc2)C(=O)[C@@H]1CC(=O)Nc1ccc(Br)cc1	-2.2	0.9	-0.3	-1.0	-1.2	-6	-0.8	0	-2.2	-5	-9
23	COc1ccc(CCN2CC(C(=O)NCc3cn(C)nc3C)CCC2=O)cc1 (stereo not given)	-2.5	2.5	-1.2	0.3	-1.0	-5	2.8	1	-0.4	-2	-17
24	NS(=O)(=O)c1ccc(CNC(=O)CC23CC4CC(CC(C4)C2)C3)cc1	-2.4	0.1	0.5	-0.3	-0.6	2	0.0	-2	2.2	2	-1
25	COc1ccccc1C(=O)NCCC(=O)NCc1ccccn1	-1.3	2.0	-1.1	2.4	-0.4	-1	0.7	0	1.2	-2	-7
26	Cc1cc(C)c(S(=O)(=O)ON2C(=O)c3ccccc3C2=O)cc1C	0.4	1.1	0.6	0.5	-1.3	2	-0.4	39	6.3	-30	-94
27	CCSc1nnc(NC(=O)c2nc3nc(C)cc(C)n3n2)s1	1.4	0.8	-0.8	-0.1	-1.2	-4	0.1	0	-1.0	-3	-5
28	COc1ccc(Cc2c(-c3cccc(Cl)c3)nc3ccc(Cl)cn23)c(C)c1	5.8	-1.4	-0.7	2.2	-0.2	7	.	-7	.	-3	-6
29	COc1ccc(Cl)cc1NC(=O)NCc1ccc2c(c1)OCO2	1.4	-1.7	0.1	0.0	-0.4	-2	0.2	-1	-0.4	-1	-2
30	O=C(NCc1ccco1)c1cc(S(=O)(=O)N2CCOCC2)ccc1Cl	-2.7	-1.8	0.1	0.3	-1.2	6	0.4	-2	0.1	0	10
31	O=C(NCC1CC1)c1cccc2c(-c3ccc(F)c(F)c3)coc12	1.1	-0.9	-1.7	-0.4	-1.1	-3	.	7	2.3	-2	-5
32	Cc1ccc(C2(c3noc(CN(C)CCCN4CCOCC4)n3)CCCC2)cc1	5.1	-2.7	0.8	-1.0	-0.3	2	.	-33	.	0	4
33	Cc1cccc(-c2ccc3[nH]c4c(c3c2)CCN2C[C@@H]([C@H](C)OC(=O)Nc3ccccc3C)[C@@H](N(C)C(=O)Nc3ccccc3C)C[C@@H]42)c1	-1.3	-0.2	-3.1	-1.9	-0.9	-12	-0.3	2	-7.0	-9	-37
34	CCn1cc(C(=O)N[C@@H](C)C(=O)NCCCO)c(=O)c2cc3c(cc21)OCO3	-1.0	-0.8	0.1	0.2	-1.3	-3	0.4	2	1.9	-12	-35
35	Cc1cc(N2CCCC2=O)cc(C)c1CN1C(=O)c2ccccc2C1=O	-3.8	1.0	-0.3	0.5	-1.6	-3	0.2	2	0.5	-3	-1
36	CC(=O)Nc1c(-c2ccc(Cl)cc2)c(=O)c2ccccc2n1C	-2.8	2.2	0.1	0.0	-1.4	1	-0.2	3	-0.1	-10	-17
37	CCN(CC)CCn1c(=N)n(CCO)c2ccccc21	0.7	0.3	-0.7	-0.2	-1.1	1	-0.7	0	1.1	-6	-4
38	Cc1ccc(-n2cc(-c3ccccc3)c3c(N4CCN(C)CC4)ncnc32)cc1	-2.0	0.0	-0.6	-0.2	-0.8	-5	-0.4	-29	-0.1	2	-3
39	Cc1ccc(CC(=O)N2CCN(C(=O)c3ccco3)CC2)cc1	-2.0	-0.1	-1.5	0.1	-1.5	1	0.9	-1	1.0	-1	-3
40	N#CCSc1nc2ccccc2c(=O)n1-c1ccccc1	-3.9	1.3	-3.7	-0.7	-1.0	-3	1.2	-1	9.4*	7	-9

#	SMILES	hgDAF-12 ag	PG9 Ab binder	hcDAF12 agonist	DAX1 inh-1	ssDAF-12 act	SMARCA2 act	DAX1 inh-2	NPR1 activator	FXN GAA850 act	ADAM17 inh	ADAM10 inh
41	Cc1ccc(-c2nnn(CC(=O)N(c3ccc(F)cc3)C(C(=O)NC3CCCC3)c3ccncc3)n2)o1 (stereo not given)	-0.5	0.5	0.4	0.5	-0.4	-4	1.9	-7	0.1	3	3
42	CCNC(=O)C1(C)CCCN(C(=O)Cc2ccc(OC)c(OC)c2)C1 (stereo not given)	-3.1	-0.8	1.0	0.5	-1.1	1	.	2	1.4	-1	-2
43	O=C(Nc1ccccc1[N+](=O)[O-])C1COc2ccccc2O1 (stereo not given)	6.9	-1.2	5.3	1.8	0.5	3	8.7*	4	6.6	-2	2
44	Cn1nc(C(=O)NC2CCC(O)CC2)c2ccccc2c1=O (stereo not given)	0.1	-1.4	-1.4	-0.9	-0.4	3	1.6	-1	1.5	-2	-4
45	O=C(CCCOc1ccccc1)N1CCN(c2ccccn2)CC1	8.0	2.6	10*	2.4	-0.5	2	0.8	-4	1.2	-9	-19
46	COc1ccc(CN2CCNC(=O)C2CC(=O)NCc2cnn(C)c2)cc1OC (stereo not given)	3.1	-1.1	-0.8	-0.2	-1.2	0	-0.6	0	1.0	-4	-1

From PubChem
